TTR transcr act: increases transthyretin transcription | SH-SY5Y TTR promoter Gaussia luciferase, luminescence; 100% = recombinant luciferase protein wells | activation, % at 16.7 µM | 92,000 tested, 1.3% active;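 active = activation above the mean of all tested compounds plus 3 SD, cut at about 9.5% in these data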;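 note: cells exposed to compounds for one day before reading; 0% = median of all test compound wells on the plate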
An asterisk follows results filed as active. Not all compounds are listed, so the mix of outcomes need not match the whole.

Start of the listing, in advance:
SMILES	TTR transcr act
CC(=O)Nc1ccc(C(=O)CSc2nnc(Cc3ccccc3)o2)cc1	0.2
Cc1ccc(SCCC(=O)N/N=C/c2cccnc2)cc1	2.3
C[C@@H]1O[C@@H](O[C@H]2[C@H](O)[C@@H](O)[C@H](Oc3c(-c4ccc(O)cc4)oc4cc(O)cc(O)c4c3=O)O[C@@H]2CO)[C@H](O)[C@H](O)[C@H]1O	-1.0
COc1ccc(-c2nc3c(Cl)cc(C(F)(F)F)cn3c2Cc2ccsc2)cc1OC	-0.7
Cc1ccnc(NS(=O)(=O)c2ccc(NS(=O)(=O)c3cccs3)cc2)n1	3.7
O=C(O)CC1(CC(=O)Nc2ccc3sccc3c2)CCCCC1	-1.8
O=C(CNC(=O)c1ccc(S(=O)(=O)N2CCCC2)cc1)N/N=C/c1ccccc1Cl	3.3
O=C(NCC1CCCO1)c1ccc2c(c1)ncn2-c1cccc(F)c1 (configuration not stated)	3.8
CS(=O)(=O)N(Cc1ccccc1Cl)c1ccc(C(=O)NCc2cccnc2)cc1	0.0
COc1ccc(C2c3c(ccc4ccccc34)Oc3ncn4nc(CO/N=C/c5ccccc5)nc4c32)cc1 (configuration not stated)	11.9*
CCc1cccc(CC)c1-n1c(-c2cccnc2)n[nH]c1=S	1.8
CCN(CC)C(=O)C1CCCN(Cc2ccc3c(c2)OCO3)C1 (configuration not stated)	0.8
COc1ccc([N+](=O)[O-])cc1NC(=O)CSCc1cc(C)cc(C)c1	-1.9
COc1ccc(CC(=O)N/N=C(\C)CC(=O)Nc2ccc(N(C)C)cc2)cc1	0.7
Cc1cc(C)c2[nH]c(O)c(N=NC3=NC(=O)CS3)c2c1	0.2

The whole of this part, previewed entries included:
SMILES	TTR transcr act
CC(=O)Nc1ccc(C(=O)CSc2nnc(Cc3ccccc3)o2)cc1	0.2
Cc1ccc(SCCC(=O)N/N=C/c2cccnc2)cc1	2.3
C[C@@H]1O[C@@H](O[C@H]2[C@H](O)[C@@H](O)[C@H](Oc3c(-c4ccc(O)cc4)oc4cc(O)cc(O)c4c3=O)O[C@@H]2CO)[C@H](O)[C@H](O)[C@H]1O	-1.0
COc1ccc(-c2nc3c(Cl)cc(C(F)(F)F)cn3c2Cc2ccsc2)cc1OC	-0.7
Cc1ccnc(NS(=O)(=O)c2ccc(NS(=O)(=O)c3cccs3)cc2)n1	3.7
O=C(O)CC1(CC(=O)Nc2ccc3sccc3c2)CCCCC1	-1.8
O=C(CNC(=O)c1ccc(S(=O)(=O)N2CCCC2)cc1)N/N=C/c1ccccc1Cl	3.3
O=C(NCC1CCCO1)c1ccc2c(c1)ncn2-c1cccc(F)c1 (configuration not stated)	3.8
CS(=O)(=O)N(Cc1ccccc1Cl)c1ccc(C(=O)NCc2cccnc2)cc1	0.0
COc1ccc(C2c3c(ccc4ccccc34)Oc3ncn4nc(CO/N=C/c5ccccc5)nc4c32)cc1 (configuration not stated)	11.9*
CCc1cccc(CC)c1-n1c(-c2cccnc2)n[nH]c1=S	1.8
CCN(CC)C(=O)C1CCCN(Cc2ccc3c(c2)OCO3)C1 (configuration not stated)	0.8
COc1ccc([N+](=O)[O-])cc1NC(=O)CSCc1cc(C)cc(C)c1	-1.9
COc1ccc(CC(=O)N/N=C(\C)CC(=O)Nc2ccc(N(C)C)cc2)cc1	0.7
Cc1cc(C)c2[nH]c(O)c(N=NC3=NC(=O)CS3)c2c1	0.2
CCOC(=O)NC(=O)CSc1cc(C)c2cc(C)cc(C)c2n1	1.3
CCOc1ccccc1NC(=O)c1ccccc1-c1nc(-c2ccccc2OC)no1	-1.7
COCCCNc1nc2c(-c3ccc(Cl)cc3)nnn2c2ccccc12	-0.5
CCCN1Cc2cccc(C(=O)N3CCN(c4ccc(OC)cc4)CC3)c2C1=O	1.1
Fc1ccc(CN2CC[C@H]3C=CCc4cccc(c43)C2)cc1	2.2
Cc1ccc(CNC(=O)O[C@H]2CC[C@@]34CCCN3C(=O)CCC[C@H]4C2)o1	0.9
Cc1ccc(-n2ncc(C(=O)Nc3cc(Cl)ccc3C)c2C2CCNCC2)cc1C	0.6
COc1ccc(NC(=S)N2CCNC(=O)C2CC(=O)Nc2ccc(C)cc2)cc1 (configuration not stated)	0.8
O=C(Nc1ccccc1)Nc1nc2ncccn2c1-c1ccc(F)c(F)c1	-2.3
COc1cccc(NC(=O)CSc2nnc(C)s2)c1	0.4
(further entries)
SMILES	TTR transcr act
CC1(C(=O)NS(=O)(=O)c2cccs2)CCN1C(=O)c1ccco1 (configuration not stated)	0.3
CN(C)C1(CNC(=O)C2CCC(=O)N(CCc3ccc(Cl)cc3)C2)CCCCC1 (configuration not stated)	-2.3
COc1ccccc1NC(=O)NNC(=O)c1cc2ccccc2cc1O	-0.2
CC1=C(n2ccnc2)CCC1=O	1.9
O=C1c2cccc(-c3ccc(C(F)(F)F)cc3)c2C2CCCCN12 (configuration not stated)	-1.7
O=C(O)c1ccc(N2CC3CC(C2)c2cccc(=O)n2C3)c(NC(=S)Nc2ccc(Cl)cc2Cl)c1 (configuration not stated)	10.6*
O=C(COC(=O)c1cc(=O)[nH]c2ccccc12)c1cccs1	0.9
O=C(c1ccccc1)N1CCN(C(=S)NCCc2ccccc2)CC1	-1.1

High-throughput results from PubChem.
